HCMV antiviral = inhibitors of human cytomegalovirus | 410,000 tested, 4.5% active | activity change, negative = inhibition, % at 57.5 µM | HFF cells, HCMV-luciferase reporter, 72 h; stronger effect = lower value; in the data active = activity change below about -60%; inconclusive = no clear call, values can overlap the other calls; inactive = above about -39%
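Cell-based, HFFs, 1000 cells/well, 16 h 37C; cpds in DMSO + HCMV-luc, MOI 1 PFU/cell; 72 h 37C; OneGlo luminescence after 5 min RT; norm. to buffer vs Salinomycin 10uM.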
Giardia FBPA inh = inhibitors of Giardia lamblia fructose-1,6-bisphosphate aldolase; A8B2U2; purified Giardia FBPA; Potency, µM (series often up to 59.6 µM), for the others: at the highest dose activity, negative = inhibition, actives largely listed as inhibitors; 290,000 tested, 0.71% active; AID 2451; note: potency is the fitted concentration of half-maximal effect; nearly all actives have a fitted effect of over 55% in size
Target sequence (A8B2U2 whole entry, looked up): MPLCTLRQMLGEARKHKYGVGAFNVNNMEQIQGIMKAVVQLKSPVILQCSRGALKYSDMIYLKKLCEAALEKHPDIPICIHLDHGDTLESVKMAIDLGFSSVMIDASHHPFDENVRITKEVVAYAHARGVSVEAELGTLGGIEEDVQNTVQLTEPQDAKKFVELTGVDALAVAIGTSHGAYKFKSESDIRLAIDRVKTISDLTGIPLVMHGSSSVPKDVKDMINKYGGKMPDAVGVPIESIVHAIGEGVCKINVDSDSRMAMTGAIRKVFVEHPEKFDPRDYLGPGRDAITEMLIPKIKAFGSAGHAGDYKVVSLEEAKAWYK
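Giardia FBPA (40 nM reagent) was preincubated 10 min at RT with compound (up to 57.5 uM final), then substrate plus GAPDH/TPI/NAD/arsenate coupling system with diaphorase/resazurin was added; resorufin fluorescence (525/598 nm) was read after 20 min.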
AMA1 RON2 block = inhibitors of Plasmodium falciparum AMA1-RON2 interaction; AlphaScreen AMA1-biotinylated RON2 peptide binding; Potency, µM (doses to about 58.2 µM), for inactives: top-dose activity change, negative = inhibition, usual class: inhibitors; 360,000 tested, 0.2% active; AID 720542;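 note: potency is the fitted concentration of half-maximal effect; 0% = vehicle wells and -100% = peptide control; nearly all actives have a fitted effect of over 45% in size; some results filed as inactive show a strong effect at the top dose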
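AMA1 (3D7) with his tag at 25 nM final met compounds first, then biotinylated RON2 peptide at 25 nM; detection used donor plus acceptor beads, 10 µg/mL apiece, read by AlphaScreen after 30 min at room temperature.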
Sm TGR inh = S. mansoni TGR enzyme inhibition; AID 485364; Potency, µM (series often up to 114 µM), without a hit: at the top dose activity change, negative = inhibition, actives largely listed as inhibitors; purified TGR, DTNB reduction, TNB absorbance 405 nm; Q962Y6; 360,000 tested, 3% active; note: potency is the fitted concentration of half-maximal effect; nearly all actives have a fitted effect of over 60% in size
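Kinetic colorimetric format: TGR-catalysed, NADPH-driven DTNB reduction monitored via TNB absorbance. Enzyme dispensed at 20 nM; compound exposure 15 min at room temperature before reaction start.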
AmpC detergent = inhibitors of E. coli AmpC beta-lactamase with detergent | Potency, µM (doses to about 114 µM), for inactives: at the highest dose activity change, negative = inhibition, actives largely listed as inhibitors | P00811 | 370,000 tested, 0.041% active | AID 485294 | AmpC hydrolysis of nitrocefin, absorbance 480 nm, 0.01% Triton;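 note: potency is the fitted concentration of half-maximal effect; 0% = no-compound wells and -100% = no-enzyme wells; nearly all actives have a fitted effect of over 25% in size; some results filed as inactive show a strong effect at the top dose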
Target sequence (P00811 whole entry, looked up): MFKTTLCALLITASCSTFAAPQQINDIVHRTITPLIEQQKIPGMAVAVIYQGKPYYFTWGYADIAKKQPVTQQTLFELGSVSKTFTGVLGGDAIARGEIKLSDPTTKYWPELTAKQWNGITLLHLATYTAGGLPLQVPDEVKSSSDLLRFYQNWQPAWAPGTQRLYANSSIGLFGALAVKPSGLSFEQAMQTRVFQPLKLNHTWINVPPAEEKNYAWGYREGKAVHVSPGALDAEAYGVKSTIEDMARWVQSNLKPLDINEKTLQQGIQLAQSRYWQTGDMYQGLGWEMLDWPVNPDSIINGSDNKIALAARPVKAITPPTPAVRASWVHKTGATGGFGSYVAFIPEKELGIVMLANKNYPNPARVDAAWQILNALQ
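AmpC (5.3 nM in the dispensed reagent) in 20 mM phosphate pH 7.0 with 0.01% (detergent screen) or 0.0001% Triton X-100 was preincubated with compounds for 15 min at room temperature. Nitrocefin was then added from an 800 uM solution, and hydrolysis was followed at 480 nm.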
AmpC no deterg = inhibitors of E. coli AmpC beta-lactamase without detergent; P00811; AmpC nitrocefin hydrolysis, absorbance 480 nm, 0.0001% Triton; Potency, µM (series often up to 57.1 µM), for the others: at the highest dose activity change, negative = inhibition, most hits filed as inhibitors; 330,000 tested, 0.52% active; AID 485341;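 note: potency is the fitted concentration of half-maximal effect; plate controls were no compound for no effect and no enzyme for full effect; nearly all actives have a fitted effect of over 20% in size; some results filed as inactive show a strong effect at the top dose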
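20 mM phosphate pH 7.0 + 0.01% (detergent screen) or 0.0001% Triton X-100; 5.3 nM AmpC reagent; cpd preinc 15 min RT; nitrocefin (800 uM stock) to start; A480 q20 s × 4 min; Activity was normalised to no-enzyme and no-compound control wells.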
The depositor's hits bear a star; ? = inconclusive; . = no result given; [ ] = remark or other dose. Unless noted, calls come from the whole dose curve; as a rule, active = well fitted curve in the direction sought with a large enough effect; inconclusive = small, poorly fitted or top-dose-only effect, or another doubt; inactive = no such curve, though single readings can be large; an effect the other way counts as inactive or inconclusive. Unless noted, % is set by controls: 0 for no effect and ±100 for the full control effect.

SMILES | HCMV antiviral | Giardia FBPA inh | AMA1 RON2 block | Sm TGR inh | AmpC detergent | AmpC no deterg
O=C(COC(=O)c1cc(=O)[nH]c2ccccc12)Nc1nccs1 | -18 | -1% | -2% | 0% | 6% | -28%
O=S(=O)(Nc1cccc(F)c1)c1cccc2nsnc12 | -14 | 11% | -6% | 0% | -14% | -15%
C/C(=N\NC(=O)CNC(=O)C(c1ccccc1)c1ccccc1)c1ccccc1 | 44 | 2% | 11% | 1% | -3% | -23%
CC1(C)Cc2c(C#N)c(SCc3nc4ccccc4[nH]3)nc(N3CCOCC3)c2CO1 | -39 | 0% | 47%[activator] | 1% | -12% | 79%[activator]
CCc1nn(CC(=O)NCCCN(C)Cc2ccccc2)c(=O)c2cc3sc(C)cc3n12 | -24 | . | -2% | -20% | 3% | 100%[activator]
Cc1ccc(-n2ncc3c(=O)n(CC(=O)N(C)C)cnc32)cc1C | 50 | 8% | 2% | ? | ? | -13%
CNC(=S)N(Cc1cc2ccc(OC)cc2[nH]c1=O)CC1CCCO1 (centres undefined) | 68 | -9% | -9% | . | -4% | 28%
CC12C=CC3(O1)C(C(=O)N(c1cccnc1)C3C(=O)NC1CCCCC1)C2C(=O)Nc1ccccc1 (centres undefined) | 3 | 0% | -1% | -28% | -12% | -3%
COc1cccc(C(=O)CSc2nnnn2C2CCCCC2)c1 | 51 | -1% | -11% | 3% | -3% | -9%
Cc1nn(CC(=O)NCc2ccco2)c(=O)c2nn(-c3ccccc3)c(C)c12 | 8 | . | . | -1% | 1% | .
O=S(=O)(c1ccc(Cl)cc1Cl)n1ccnc1 | 2 | . | . | 32% | -2% | .
Cc1nc(C#N)c(NCc2ccc3c(c2)OCO3)o1 | 23 | 3% | 13% | 2% | 3% | -19%
COc1ccc(-c2sc3ccccc3c2/C=C/c2ccc(OC)c(OC)c2)cc1 | -20 | . | 9% | . | . | 6%
C(=N\NC(=Nc1ccccc1)c1ccccn1)/c1ccccn1 | 7 | -26% | 18% | ? | ? | -2%
COc1ccccc1NS(=O)(=O)c1cccc(NC(=O)c2sc3ccccc3c2Cl)c1 | -68* | -3% | -1% | -2% | -3% | -18%[2.29 µM]
CC(C)(C)c1cc(C(=O)Nc2cccc3ccccc23)ccn1 | 8 | -10% | -3% | -12% | -15% | -14%
COC(=O)C(Cc1ccc(O)cc1)NC(=O)CCc1ccco1 (centres undefined) | 20 | 8% | -24% | -2% | -11% | -9%
Cc1ccc2[nH]c(=O)c(CN(CCN3CCOCC3)C(=O)Nc3ccc(F)cc3)cc2c1 | -20 | -5% | 3% | 10% | ? | 83%[activator]
COc1ccc(OCC(=O)N2CCN(c3nnc(-c4ccc(C)cc4)c4ccccc34)CC2)cc1 | -29 | -1% | -27% | 15% | -3% | 27%
OCCC1CN(Cc2cccn2-c2cccnc2)CCN1C1CCCCC1 (centres undefined) | -33 | -7% | 8% | -16% | 8% | -29%

Among those listed so far, 2 contain a Cl atom.
SMILES | HCMV antiviral | Giardia FBPA inh | AMA1 RON2 block | Sm TGR inh | AmpC detergent | AmpC no deterg
O=S(=O)(c1ccc(Cl)cc1Cl)n1ccnc1 | 2 | . | . | 32% | -2% | .
COc1ccccc1NS(=O)(=O)c1cccc(NC(=O)c2sc3ccccc3c2Cl)c1 | -68* | -3% | -1% | -2% | -3% | -18%[2.29 µM]

New compounds follow:
SMILES | HCMV antiviral | Giardia FBPA inh | AMA1 RON2 block | Sm TGR inh | AmpC detergent | AmpC no deterg
COc1ccc(OC)c(NC(=O)COC(=O)/C=C/c2ccccc2Cl)c1 | 17 | -1% | 1% | -10% | -11% | -36%
CCN(CC)Cc1c(O)ccc2c(=O)c(-c3ccccc3Cl)coc12 | -3 | -8% | 12% | -9% | ? | -42%
O=C(NCc1nnc(SCC(=O)N2CCOCC2)o1)c1ccccc1F | 46 | 0% | 1% | 23% | 6% | -12%
O=C(NCCc1ccc(Cl)cc1)c1n[nH]c2ccccc12 | -31 | 4% | 1% | -1% | 1% | -35%
Cc1ccccc1NC1=C/C(=N\S(=O)(=O)c2ccc(C(=O)O)cc2)c2ccccc2C1=O | 29 | 0.79µM* | -27% | ? | ? | -26%
CCC(=O)NCCC(c1ccco1)c1ccccc1OC (centres undefined) | -6 | -15% | -2% | 25µM* | ? | 142%[activator]
Cc1nn(Cc2ccccc2Cl)c(C)c1NC(=O)c1cc(-c2ccc(F)cc2)on1 | 2 | -1% | -2% | 0% | -6% | -13%
CC(C)N(CCC#N)C(=O)Nc1ccc2c(c1)CCO2 | 104 | 2% | -9% | 9% | 6% | -8%
COc1ccc(NC(=O)C(=O)Nc2cccc3cccnc23)cc1OC | 15 | 7% | 23% | -2% | ? | -20%
COc1cc(OC)c(NC(=O)CCNC(=O)Cn2cnc3ccccc3c2=O)cc1Cl | -27 | 1%[12.9 µM] | -16% | 10% | ? | 6%
C#CCNC(=O)C1=C[C@@H](c2ccc(Br)cc2)C[C@@H](OCc2ccc(CO)cc2)O1 | -26 | -12% | -2% | 45µM* | 10% | 100%[activator]
O=C(/C=C/c1ccc(Cl)c(Cl)c1)n1cccn1 | 9 | 4% | 11% | -24% | -3% | -22%
O=S(=O)(Nc1cccc(S(=O)(=O)N2CCCC2)c1)c1ccc(F)cc1 | -24 | . | 21% | 1% | ? | -26%
CC(C)c1nc(CNC(=O)c2cc(COc3c(F)cccc3F)on2)cs1 | 28 | 3% | -2% | -7% | -4% | -8%
CCN1C(=O)/C(=C/N(C(C)=O)c2ccccc2)N(c2ccccc2)C1=S | 3 | -3% | 11% | ? | 0% | 1%
CN(CC(=O)Nc1cccc(F)c1)CC(=O)Nc1ccccc1-c1ccccc1 | 5 | . | 24% | . | . | 42%
COc1ccc(C(=O)CN2C(=O)NC3(CCc4ccccc43)C2=O)cc1 (centres undefined) | 49 | . | -4% | 0% | -14% | -27%
O=C(COC(=O)c1ccc([N+](=O)[O-])s1)NCc1ccccc1 | -12 | -2% | 1% | ? | 1% | -16%
CCCc1cc(=O)oc2c3c(cc(OCC(=O)N4CCC[C@H]4C(=O)O)c12)OC(C)(C)CC3 | 15 | 12% | -3% | -14% | ? | -27%
CCOC(=O)C1=C(C)OC(N)=C(C#N)C1c1cc2ccccc2nc1N1CCCCC1 (centres undefined) | . | ? | 1% | -1% | -13% | 1%

By substructure: the entries above with a furan ring, fused or not (3)
SMILES | HCMV antiviral | Giardia FBPA inh | AMA1 RON2 block | Sm TGR inh | AmpC detergent | AmpC no deterg
Cc1nn(CC(=O)NCc2ccco2)c(=O)c2nn(-c3ccccc3)c(C)c12 | 8 | . | . | -1% | 1% | .
COC(=O)C(Cc1ccc(O)cc1)NC(=O)CCc1ccco1 (centres undefined) | 20 | 8% | -24% | -2% | -11% | -9%
CCC(=O)NCCC(c1ccco1)c1ccccc1OC (centres undefined) | -6 | -15% | -2% | 25µM* | ? | 142%[activator]

New compounds follow.
SMILES | HCMV antiviral | Giardia FBPA inh | AMA1 RON2 block | Sm TGR inh | AmpC detergent | AmpC no deterg
COc1ccc(/C=C/C(=O)c2ccncc2)c2ccccc12 | -35 | ? | -25% | ? | -11% | 62%[activator]
O=C(CCNC(=O)C1CCN(S(=O)(=O)c2ccccc2)CC1)Nc1ccccc1 | -1 | . | -6% | -2% | -2% | 34%
CCc1ccccc1N(C)S(=O)(=O)c1ccc2c(c1)C(C)(C)C(=O)N2C | -23 | . | . | 25% | 4% | .
CCOc1cc(CNC(C)C(O)c2ccccc2)cc(Cl)c1OCC (centres undefined) | 79 | -2% | -3% | -10% | ? | 10%
CCOc1nc(C)nc(NC(=O)NS(=O)(=O)c2ccccc2Cl)n1 | 26 | 8% | 8% | 10% | 7% | -12%
Cn1c(SCC(=O)O)nnc1C1CCCCC1 | 39 | -1% | -1% | -3% | -22% | -7%
O=C(O)CCN1C(=O)/C(=C\c2ccncc2)SC1=S | -10 | 0% | 80%[activator] | 1% | 0% | -36%
COc1ccc2[nH]cc(C(=O)C(=O)N3CCCCC3)c2c1 | -13 | -7% | 2% | 8% | -9% | -29%
COc1cc(-c2nnc(SCC(=O)O)n2-c2ccccc2)cc(OC)c1OC | 10 | 6% | 5% | 7% | -17% | -12%
O=C(c1cc2nc(-c3cccs3)cc(C(F)(F)F)n2n1)N1CCCc2ccccc21 | ? | -7% | -13% | 35% | 4% | -19%
CCOC(=O)C(NC(=O)c1ccccc1)=C1CCCCC1 | -23 | 2% | -7% | -4% | -7% | -5%
O=C1CC(N2CCN(Cc3ccc4c(c3)OCO4)CC2)C(=O)N1Cc1ccc(N2CCCC2=O)cc1 (centres undefined) | 18 | 0% | -10% | -26% | -9% | 35%
O=CN(/C=C1\Sc2ccccc2C1=O)Cc1ccccc1 | 42 | -3% | 12% | -15% | 5% | -29%
COc1ccc(-n2c(C)c(C(C)=O)c(C(C)=O)c2C)cc1OC | 3 | -4% | 9% | -1% | ? | -3%
C=CCn1c(O)c(N=NC(=O)c2cccnc2)c2cc(Br)ccc21 | 13 | 0% | -11% | 9% | 3% | -13%
O=C(CNC(=O)C12CC3CC(CC(C3)C1)C2)OCc1ccc(F)cc1Cl | -5 | . | 12% | 2% | -13% | -10%
Fc1ccc(C2CCCCN2Cc2nc(CC3CC3)no2)cc1 (centres undefined) | -26 | 3% | 1% | -2% | 5% | 32%
COc1cc(CNc2ccc3[nH]c(=O)[nH]c3c2)cc(Br)c1OCC(=O)NC(C)(C)C | -71* | -12% | -25% | 13µM* | ? | 52%
CN1CCN(C(=O)c2cc(COc3ccccc3)on2)[C@@H](c2ccccc2)C1 | 125 | 6% | 1% | -1% | -3% | 57%
Cc1cc(Cl)c(S(=O)(=O)NCc2ccccc2)cc1OCC(N)=O | -23 | -1% | -2% | -6% | ? | -9%
CCN(CC)S(=O)(=O)c1ccc(-c2nnc(SC)o2)cc1 | 6 | 0% | -1% | 1% | ? | 13%
Cc1ccc(OC(=O)c2ccc3snnc3c2)cc1 | -5 | 2% | 6% | 15% | 4% | -22%
CCOc1ccccc1NC1c2ccccc2C(=O)N1c1cccnc1 (centres undefined) | 24 | 4% | -14% | -34% | -13% | 1%
COc1ccc(N[C@@H]2CCN3C(=O)c4ccccc4[C@@H]3C[C@H]2O)cc1 | 27 | . | -1% | . | . | -44%
Cc1cccc(NC(=O)c2ccc(S(=O)(=O)C(F)F)cc2)c1C | 31 | -2% | 12% | -6% | -9% | -4%
CCC(NC(=O)c1[nH]c(C)c(C(C)=O)c1C)c1ccc(Br)cc1 (centres undefined) | 3 | 2% | -5% | -11% | -5% | -28%
O=C(CN1C(=O)NC2(CCCC2)C1=O)N1CCN(S(=O)(=O)c2cccc(C(F)(F)F)c2)CC1 | -4 | . | -7% | -9% | -14% | 26%
CCn1ccnc1CN(C)Cc1nc(CCC(C)C)no1 | 11 | 2% | -5% | -10% | -2% | 8%
C=CCN=C1CC(C)(C)CC(=O)/C1=C(\O)c1ccccc1 | 19 | 0% | 5% | -1% | -2% | -2%
O=C(c1cc(-c2cccnc2)nc2ccc(Br)cc12)N1CCN(c2ncccn2)CC1 | -27 | -2% | 4% | ? | -2% | 31%
